# From PubChem
# TbREL1 inh – TbREL1 inhibition, primary screen. P86926. TbREL1 RNA ligation, FRET fluorescence. inhibition, % at 9.66 µM. hit rate 0.49% among 89,000;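 active = inhibition above the mean inhibition across all screened compounds plus 3 SD, cut at about 11% in these data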;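 note: 0% = plate median of test wells and 100% = NSC42067 control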
# Target sequence (P86926 whole entry, looked up): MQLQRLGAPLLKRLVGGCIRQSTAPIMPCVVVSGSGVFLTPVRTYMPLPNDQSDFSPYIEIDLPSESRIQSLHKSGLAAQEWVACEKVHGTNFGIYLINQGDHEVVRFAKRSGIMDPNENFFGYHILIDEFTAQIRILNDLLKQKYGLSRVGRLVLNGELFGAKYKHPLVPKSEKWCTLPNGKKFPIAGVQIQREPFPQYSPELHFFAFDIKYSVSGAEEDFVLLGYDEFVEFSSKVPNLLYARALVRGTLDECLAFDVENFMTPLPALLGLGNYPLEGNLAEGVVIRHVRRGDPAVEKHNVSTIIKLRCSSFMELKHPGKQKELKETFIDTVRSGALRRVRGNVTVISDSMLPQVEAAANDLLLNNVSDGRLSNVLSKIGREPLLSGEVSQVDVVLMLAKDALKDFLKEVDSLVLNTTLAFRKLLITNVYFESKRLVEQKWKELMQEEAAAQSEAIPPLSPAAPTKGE
# * marks the source's active call; other numbers are inactive results. Some of the compounds tested; count on the stated rates, not on these rows.
SMILES,TbREL1 inh
COc1ccc(N=C2SC(C(=O)Nc3ccc4c(c3)OCO4)CC(=O)N2C)cc1 (configuration not stated),-3
CC(C)CCc1noc(CN2CCC(C(=O)N3CCOCC3)CC2)n1,2
Cc1ccc(-c2n[nH]c(=O)c3ccccc23)cc1S(=O)(=O)N(C)C,3
COc1cc(/C=N/N=C2/NC(=O)C(Cc3ccc(F)cc3)S2)ccc1O (configuration not stated),-4
CC1CCN(C(=O)c2nc[nH]c2C(=O)N2CCC(C)CC2)CC1,-4
COc1ccc(NC(=O)C(C)N2C(=O)C3CC=C(Cl)CC3C2=O)cc1 (configuration not stated),-1
CCN1C(=O)[C@H]2[C@@H](c3ccc(-c4cccc(Cl)c4)c(OC)c3)N[C@@](CC(C)C)(C(=O)OC)[C@H]2C1=O,0
COc1ccc(/C=C2/N=C3CCCCCN3C2=O)cc1OC,-4
O=C(OCC(=O)c1ccc[nH]1)c1ccc(S(=O)(=O)N2CCCCC2)cc1,2
O=C(COc1ccccc1Br)NCc1ccco1,1
O=C(Nc1cnccn1)c1csc2ccccc12,1
Cc1nnsc1C(=O)N(Cc1ccccc1)C(C)C,0
Cc1cccc(-n2c(SCC(=O)Nc3ccc4c(c3)OCO4)nnc2-c2ccoc2C)c1,0
Cc1ccccc1-c1nn2c(-c3ccccc3)nnc2s1,-1
Cc1cc(C)c(C)c(S(=O)(=O)NC2CCN(Cc3ccccc3)CC2)c1C,-3
CCCC(=O)C1=C(SCC)CC(C)(C)C(C(=O)OC)C1=O (configuration not stated),4
Cc1ccc(C(=O)Oc2ccc(/C=N/NC(N)=O)cc2)cc1,1
C[C@@H]1COC(=O)[C@@H](Cc2ccc(F)cc2)C/C=C\C[C@@H](CC(=O)NCCO)C(=O)N1,-1
COc1ccnc(Oc2ccccc2)c1C(=O)N/C=N/OCc1ccc(F)cc1Cl,-3
CCCOc1ccc(-c2nc(=S)[nH][nH]2)cc1,-2
COc1ccc(CN2Cc3cccc4c3[C@@H](CC2=O)[C@H](O)[C@H](O)C4)cc1,1
CC(Sc1ccc(S(=O)(=O)N2CCN(C)CC2)cn1)C(=O)NC1CCCCC1 (configuration not stated),-2
Cc1ccc(SC(C)C(=O)NCc2ccncc2)cc1 (configuration not stated),-7
CC(Oc1ccc(Br)cc1)C(=O)Nc1ccc(S(=O)(=O)N(C)C2CCN(C)CC2)cc1 (configuration not stated),7
O=C1NC[C@@H](CCCCN2C[C@H](Cc3ccccc3)N(CC3CCCCC3)C(=O)C2=O)N(CC2CCCCC2)C1=O,1
Fc1ccc(OCCn2cnc(Cl)c2Cl)cc1,0
Cc1ccc2sc(N(CCCN(C)C)C(=O)CN3C(=O)c4ccccc4C3=O)nc2c1C,-2
CCOc1ccc(NC(=S)NC(=O)/C=C/c2ccc(Br)cc2)c([N+](=O)[O-])c1,2
Cn1c(=O)c2cc3c(nc2n(C)c1=O)CC(c1ccccc1)CC3=O (configuration not stated),-1
CCc1nc2ccccc2c(C(=O)OCC(=O)N(C)Cc2ccccc2)c1C,-2
COc1ccc(CNC(=O)C(=O)NCCC2CCCCN2S(=O)(=O)c2ccc(C)cc2)cc1 (configuration not stated),2
CCc1ccc(OCC(=O)N2CCN=C2c2ccccc2)cc1,1
CC(NCc1ccco1)C(=O)N1CCCC1 (configuration not stated),0
CN1CCN(C(=O)c2ccccc2NC(=O)CCN2C(=O)c3ccccc3C2=O)CC1,1
Cc1cccc(C)c1NC(=O)CNC(=O)c1cnccn1,-4
CCCCOc1ccc(C(=O)NC2CCCCN(Cc3ccc(Cl)cc3)C2=O)cc1 (configuration not stated),-4
c1ccc(CSc2n[nH]c(-c3ccco3)n2)cc1,1
COc1ccc2nc(NC(=O)Cn3cnc4c(=O)n(C)c(=O)n(C)c43)sc2c1,1
COC(=O)c1sccc1NC(=S)N1CCCCC1,3
Fc1ccccc1/C=N/Nc1nn[nH]n1,0
CCOc1ccc(-n2c(COc3ccccc3)nnc2SCc2nc3ccccc3[nH]2)cc1,4
COc1ccc(Cl)cc1-c1cc(C(=O)N[C@H](C)c2ccccc2)[nH]n1,1
Cc1ccc(OC(=O)C23CC4CC(CC(C4)C2)C3)c(C)n1,-5
COc1ccc(CN=CC2=C(O)CC(C)(C)CC2=O)cc1,1
CCCC[C@@H]1Cc2[nH][nH]c(=O)c2[C@H](c2cccc3ccccc23)O1,-4
COc1ccc(N2CCN(C(=O)c3ccc(N(C)S(=O)(=O)c4ccc(OC)cc4)cc3)CC2)cc1,-7
O=C(Nc1ccccc1F)c1ccc2snnc2c1,-1
CC1(C)OC(=O)C2=C(C[C@@H](C3CC3)O[C@H]2CCc2cccc(Cl)c2)O1,1
O=C(Nc1ccccc1)c1sc(Cl)nc1-c1ccccc1,3
COc1ccc(NC(=O)CSc2nnc(Cn3c(=O)sc4ccccc43)n2C)cc1OC,-3
CCc1nnc(NS(=O)(=O)c2ccccc2)s1,1
O=C(OCC(=O)N1CCN(C(=O)COC(=O)c2ccccc2NCCO)CC1)c1ccccc1NCCO,-2
CC(C)CC(=O)Nc1ccc(F)c(Cl)c1,4
CC(C)(C)NC(=O)CN1CCCN(C(=O)c2cccc(S(=O)(=O)N3CCc4ccccc43)c2)CC1,-5
CCOc1ccc(S(=O)(=O)NCCC(=O)NCCc2ccc(OCC)c(OCC)c2)cc1,-3
Cc1ccc2cc(F)c(F)c(F)c2n1,0
O=C(Nc1ccc(CN2CCCCC2)cc1)c1ccc(Br)o1,4
c1ccc(-c2nc3c4ccccc4ccn3c2CC2CCCCC2)cc1,0
Clc1ccc(-n2c(Cc3cccs3)nnc2SC/C=C/c2ccccc2)cc1,1
Cc1cc(C)c(NC(=O)CN2C(=O)NC3(CCOc4ccccc43)C2=O)c(C)c1 (configuration not stated),6

# 15 compounds from above, sorted by number of heavy atoms, highest first.
SMILES,TbREL1 inh
O=C(OCC(=O)N1CCN(C(=O)COC(=O)c2ccccc2NCCO)CC1)c1ccccc1NCCO,-2
COc1ccc(N2CCN(C(=O)c3ccc(N(C)S(=O)(=O)c4ccc(OC)cc4)cc3)CC2)cc1,-7
CCOc1ccc(-n2c(COc3ccccc3)nnc2SCc2nc3ccccc3[nH]2)cc1,4
CCOc1ccc(S(=O)(=O)NCCC(=O)NCCc2ccc(OCC)c(OCC)c2)cc1,-3
Cc1cc(C)c(NC(=O)CN2C(=O)NC3(CCOc4ccccc43)C2=O)c(C)c1 (configuration not stated),6
Clc1ccc(-n2c(Cc3cccs3)nnc2SC/C=C/c2ccccc2)cc1,1
c1ccc(-c2nc3c4ccccc4ccn3c2CC2CCCCC2)cc1,0
COc1ccc(Cl)cc1-c1cc(C(=O)N[C@H](C)c2ccccc2)[nH]n1,1
CCCC[C@@H]1Cc2[nH][nH]c(=O)c2[C@H](c2cccc3ccccc23)O1,-4
O=C(Nc1ccc(CN2CCCCC2)cc1)c1ccc(Br)o1,4
Cc1ccc(OC(=O)C23CC4CC(CC(C4)C2)C3)c(C)n1,-5
O=C(Nc1ccccc1F)c1ccc2snnc2c1,-1
CCc1nnc(NS(=O)(=O)c2ccccc2)s1,1
CC(C)CC(=O)Nc1ccc(F)c(Cl)c1,4
Cc1ccc2cc(F)c(F)c(F)c2n1,0

# Additional records
SMILES,TbREL1 inh
O=C(NCc1ccc(C(=O)N2CCCC2)cc1)c1cccc(Br)c1,0
CCN(CC)CCCNC(=O)c1cn(C(C)c2ccccc2)nn1 (configuration not stated),3
CSc1cccc(NC(=O)CCCOc2ccc(Cl)cc2Cl)c1,-1
COc1ccc(S(=O)(=O)N2CC(O)CC2C(=O)Nc2cccnc2)cc1 (configuration not stated),2
CCS(=O)(=O)N1CCC(C(=O)O)CC1,3
CCOc1ccc(S(=O)(=O)N(C)c2ccc(OCC(=O)NCc3ccc(C(=O)OC)cc3)cc2)cc1,1
Cc1cc(NC(=O)C23CCC(C)(C(=O)O2)C3(C)C)no1 (configuration not stated),1
Cc1ccc(C)c(C(O)c2ncc(-c3ccccc3Cl)[nH]2)c1 (configuration not stated),0
Fc1ccc(-c2nc3c(Cl)cc(C(F)(F)F)cn3c2Cl)cc1,-1
COc1ccc(C2C(C(=O)OCC(=O)NC(C)(C)C)CCC(=O)N2c2ccc(C)cc2)cc1OC (configuration not stated),2
NC(=O)C1CCN(C(=O)c2cc(S(=O)(=O)N3CCN(c4ccccc4)CC3)ccc2Cl)CC1,2
O=c1cc(CN2CCCc3ccccc32)nc2sccn12,3
NS(=O)(=O)c1ccc(NC(=O)COC(=O)COc2cccc(C(F)(F)F)c2)cc1,0
O=S1(=O)CCN(Cc2cccc(Cl)c2)CC1,-1
COc1ccc(CNC(=O)c2cccc(N(C)C)c2)cc1,3
CCOC(=O)c1csc(COc2ccc(OC)cc2)n1,-2
COc1cccc(/C=N/NC(=O)CC(C)O)c1OC/C=C/c1ccccc1 (configuration not stated),-2
O=C(CNC(=O)c1ccco1)NCC(=O)OCc1ccccc1Cl,0
COc1cc2c(cc1NC(=O)CSc1nnc(-c3ccccc3F)n1-c1ccc(C)cc1)oc1ccccc12,-1
CCOC(=O)c1sc2nc3c(cc2c1N)COC(C(C)C)C3 (configuration not stated),2

# In the list so far, these have a CF3 group:
SMILES,TbREL1 inh
Fc1ccc(-c2nc3c(Cl)cc(C(F)(F)F)cn3c2Cl)cc1,-1
NS(=O)(=O)c1ccc(NC(=O)COC(=O)COc2cccc(C(F)(F)F)c2)cc1,0

# Other compounds:
SMILES,TbREL1 inh
Cc1ccc(NC(=O)Cn2nnc(-c3ccccc3NC(=O)c3cccs3)n2)cc1,0
COc1cccc(OC)c1NC(=O)OCCN1CCCC12CCC(c1ccccc1)CC2 (configuration not stated),-1
Cc1nc(N2CCN(Cc3ccccc3)CC2)nc2c1C(=O)CC(c1ccco1)C2 (configuration not stated),-3
C[C@@H]1CN([C@@H](C)CO)C(=O)CCCn2nncc2CO[C@@H]1CN(C)S(=O)(=O)c1cccs1,-2
C=CC(=O)Nc1cccc(Oc2ncnc3[nH]cc(-c4cnc5ccccc5c4)c23)c1,0
Cc1ccc(CNS(=O)(=O)c2ccc3c(c2)NC(=O)CO3)cc1,0
CCOc1cc(C2CC(=O)c3c(ccc4ccccc34)N2)ccc1O (configuration not stated),-2
CC1(C)N=C(N)N=C(N)N1c1ccc(OCC(=O)N2CCOCC2)c(Cl)c1,3
CCCC(=O)N1CCCC1(C)C(=O)Nc1ccc2nc(C)ccc2c1 (configuration not stated),-2
Cc1ccc2cc(CN(CC3CCCO3)C(=S)Nc3ccccc3)c(=O)[nH]c2c1C (configuration not stated),-2
O=C(Nc1cccc(NC(=O)c2ccc(Br)o2)n1)c1ccc(Br)o1,6
O=C1N[C@H](Cc2ccccc2)COC(=O)[C@H](Cc2ccc(F)cc2)C/C=C\C[C@@H]1CC(=O)N(CCO)Cc1ccccc1,-1
Cc1ccccc1NCc1ccccc1O,-2
CCOC(=O)CC(/C(C)=N\O)c1ccccc1 (configuration not stated),3
Cc1cccc(N2CCN(C(=O)C3CCN(S(=O)(=O)c4cccc5cccnc45)CC3)CC2C)c1 (configuration not stated),-4
C[C@@H]1CCC[C@]2(O[C@H](CCO)C[C@@H](O)[C@@H]2O)O1,3
CCCC(=O)Nc1ccc(-c2nc3cc(C)ccc3o2)cc1,2
Cc1ccccc1Cn1ccc2ccc(-c3ccc4ccn(Cc5ccccc5)c4c3)cc21,5
CCCCc1ccc(CC(=O)Nc2cc(S(=O)(=O)N3CCOCC3)ccc2O)cc1,0
CC(=O)N1c2ccccc2C(=O)OC1c1cccnc1 (configuration not stated),2
O=C1CCC(=O)N1OCCCOc1ccc(Br)cc1Cl,4
Cc1cc(Br)ccc1NC(=O)CN(C)C(=O)C1CSC2(C)CCC(=O)N12 (configuration not stated),1
CCCc1cc(=O)[nH]c(SCC(=O)c2cc(C)n(-c3cc(C)on3)c2C)n1,-4
O=C(NNC(=O)c1ccc(F)cc1)C(=O)N1CCCCC1,1
CCOc1ccc(NC(=S)Nc2ccc(OCc3ccccc3)cc2)cc1,-5
N#Cc1ccc(NC(=O)c2cc(=O)c3ccccc3o2)cc1,0
CC(C)C1OC(CCc2ccccc2)Cc2[nH][nH]c(=O)c21 (configuration not stated),-4
CCC(=O)c1ccc(OC(=O)c2cnccn2)cc1,17*
CC(=O)OCCNC(=O)c1cccnc1,2
Cc1ccc(NC(=O)C(C)OC(=O)CCN=C2NS(=O)(=O)c3ccccc32)cc1 (configuration not stated),-3
COCCOCCn1cnc2ccccc21,2
COc1ccccc1-c1nc(S(=O)(=O)c2ccccc2)c(N2CCCCC2)o1,1
C[C@H](NC(=O)OCc1ccccc1)C(=O)N[C@@H](Cc1c[nH]c2ccccc12)C(=O)O,-1
O=C(Cn1c(=O)n(Cc2ccco2)c(=O)c2ccccc21)NCC1CCCO1 (configuration not stated),-2
CC(OC(=O)CN1C(=O)NC(C)(C)C1=O)C(=O)c1ccccc1 (configuration not stated),0
COc1ccc(-c2c(O)c(C#N)c(-c3ccccc3)n(-c3ccc(OC)cc3)c2=O)cc1,-4
O=C(CSc1nnc(Cc2ccccc2)n1-c1ccccc1)NNC(=O)Cc1ccccc1,-1
CCN1C(=O)[C@H]2[C@@H](c3ccc(C)cc3)N3C(=O)N(c4cccc(F)c4)C(=O)[C@@]3(CC)[C@H]2C1=O,-2
O=C(COC(=O)C1CC2CCCC(C1)C2=O)NC1CCCCC1 (configuration not stated),1
O=C(NCc1ccc(Cl)cc1)c1ccc(OCC2CCCO2)cc1 (configuration not stated),-2
O=C(Nc1ccc(-c2nc3cc(Cl)ccc3o2)cc1)C1CCCO1 (configuration not stated),-3
O=C1CC(c2cccs2)Cc2nc(NCC3CCCO3)ncc21 (configuration not stated),3
N#C/C(=C(/O)c1ccc(-c2cccc([N+](=O)[O-])c2)o1)c1nc2ccccc2s1,-1
COc1ccc(NC(NC(=O)c2cccnc2)C(Cl)(Cl)Cl)cc1 (configuration not stated),-5
COc1ccccc1NS(=O)(=O)c1ccc(C(=O)NCC(c2ccco2)N2CCCCC2)cc1 (configuration not stated),-5
O=C(NCC12CC3CC(C1)CC(CNC(=O)N1CCCC1)(C3)C2)N1CCCC1,-3
C/C(=N\NC(N)=O)C1(C)CCCCC1,1
O=C(NNC(=O)C(O)(c1ccccc1)c1ccccc1)C1CC1,4
CCNc1nc(NC(C)C)nc(N(C)C#N)n1,0
COc1ccccc1-c1nc(C#N)c(N2CCC(C(N)=O)CC2)o1,-1
